PI5P4Ka inh = blocks human PI5P4K alpha kinase activity. PI5P4Kalpha enzyme, ADP-Glo luminescence, 60 min; active compounds read low. 330,000 tested, 1.2% active. max response, %. P48426; active = max response of -50% or lower; inconclusive = between -30% and -50%; inactive = -30% or higher; note: value at the top dose of about 77 µM; % is set by controls: 0 for no effect and ±100 for the full control effect
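Human PI5P4Kalpha with substrate in 0.038 M HEPES pH 7.4, 0.28 mM EGTA, 0.1% CHAPS, 5% DMSO; reaction started with 5 microM ATP (final), 60 min at room temperature. ADP formed read by ADP-Glo luminescence.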
CCT modulator = cytosolic chaperonin activity modulation; purified chaperonin ATPase assay, HTRF ADP detection, 30 min; activity change, % (test concentration not listed), hits read low; 360,000 tested, 0.3% active; in the data active = activity change below about -30%; note: % is set by controls: 0 for no effect and ±100 for the full control effect
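Nucleotide hydrolysis assay: TRiC at 20–40 nM final (set by batch activity) with 10 uM ATP, 30 min at 37 °C, in presence of 76 uM compound. Detection by competitive ADP HTRF, 30 min ambient.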
EPAC1 antagonist = EPAC1 (human) antagonism; O95398; 360,000 tested, 0.14% active; Potency, µM (doses to about 115 µM), without a hit: at the highest dose activity change, negative = inhibition, hits mostly inhibitors; EPAC1 GEF assay, Rap1b-BODIPY-GDP exchange fluorescence; AID 720709;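 note: potency is the fitted concentration of half-maximal effect; plate controls were vehicle for no effect and positive control for full effect; nearly all actives have a fitted effect of over 50% in size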
PLK1 PBD inh = PLK1 (human) polo-box domain binding inhibition; Plk1 PBD binding of FITC phosphopeptide, fluorescence polarization; P53350; AID 720504; Potency, µM, without a hit: max response, negative = inhibition, actives largely listed as inhibitors; 360,000 tested, 2.8% active; note: potency is the fitted concentration of half-maximal effect; series mostly up to about 57 µM; % is set by controls: 0 for no effect and ±100 for the full control effect; nearly all actives have a fitted effect of over 65% in size
WRN helicase inh = blocks human WRN helicase | WRN helicase unwinding, fluorescent forked duplex, kinetic | Potency, µM (top dose mostly 114 µM), without a hit: top-dose activity change, negative = inhibition, actives largely listed as inhibitors | 360,000 tested, 0.46% active | AID 651768; note: potency is the fitted concentration of half-maximal effect; % is set by controls: 0 for no effect and ±100 for the full control effect; nearly all actives have a fitted effect of over 55% in size
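Screening of the MLSMR collection measured strand separation of a quenched forked DNA duplex (100 nM) by 20 nM WRN with 2 mM ATP, all final. Compounds were preincubated with enzyme 15 min at room temperature.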
EPAC1 ag = activates human EPAC1 exchange factor; AID 720707; O95398; EPAC1 agonist qHTS, biochemical assay; response scale: 100% = response to 6.5 mM cAMP; Potency, µM (doses to about 154 µM), inactives show top-dose activation, hits mostly activators; 360,000 tested, 0.073% active; note: potency is the fitted concentration of half-maximal effect; nearly all actives have a fitted effect of over 60% in size
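EPAC1 100 nM, Rap1B–BODIPY-GDP 250 nM, unlabeled GDP 50 uM; compound titration; 5 min RT; kinetic read ex480/em540 at 5-min intervals ×30 min; data normalized to 6.5 mM cAMP agonist control.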
IL2 activator = activators of IL-2 | AID 652025 | 360,000 tested, 0.065% active | IL-2 activation reporter assay, cell-based qHTS; stimulated with anti-CD3/CD4/CD28 beads; in transgenic mouse T cells | activation, % (series mostly up to about 46 µM); in the data active = activation above about 50%; inconclusive = mostly about 30% to 49%; note: 0% is about no effect
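Readout is EGFP and DsRed signal by fluorescent plate cytometry after 18 h at 37 degrees C. Transgenic mouse T cells (750/well) received compound for 60 min before bead stimulation (anti-CD3, anti-CD4, anti-CD28); memory T cells served as non-tolerant control.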
EPAC2 agonist = EPAC2 (human) agonism; Q8WZA2; EPAC2 activation, biochemical qHTS; response scale: 100% = 6.5 mM cAMP response; Potency, µM (highest dose often 154 µM), without a hit: at the top dose activation, actives largely listed as activators; 360,000 tested, 0.079% active; AID 720711; note: potency is the fitted concentration of half-maximal effect; nearly all actives have a fitted effect of over 50% in size
Target sequence (Q8WZA2 whole entry, looked up): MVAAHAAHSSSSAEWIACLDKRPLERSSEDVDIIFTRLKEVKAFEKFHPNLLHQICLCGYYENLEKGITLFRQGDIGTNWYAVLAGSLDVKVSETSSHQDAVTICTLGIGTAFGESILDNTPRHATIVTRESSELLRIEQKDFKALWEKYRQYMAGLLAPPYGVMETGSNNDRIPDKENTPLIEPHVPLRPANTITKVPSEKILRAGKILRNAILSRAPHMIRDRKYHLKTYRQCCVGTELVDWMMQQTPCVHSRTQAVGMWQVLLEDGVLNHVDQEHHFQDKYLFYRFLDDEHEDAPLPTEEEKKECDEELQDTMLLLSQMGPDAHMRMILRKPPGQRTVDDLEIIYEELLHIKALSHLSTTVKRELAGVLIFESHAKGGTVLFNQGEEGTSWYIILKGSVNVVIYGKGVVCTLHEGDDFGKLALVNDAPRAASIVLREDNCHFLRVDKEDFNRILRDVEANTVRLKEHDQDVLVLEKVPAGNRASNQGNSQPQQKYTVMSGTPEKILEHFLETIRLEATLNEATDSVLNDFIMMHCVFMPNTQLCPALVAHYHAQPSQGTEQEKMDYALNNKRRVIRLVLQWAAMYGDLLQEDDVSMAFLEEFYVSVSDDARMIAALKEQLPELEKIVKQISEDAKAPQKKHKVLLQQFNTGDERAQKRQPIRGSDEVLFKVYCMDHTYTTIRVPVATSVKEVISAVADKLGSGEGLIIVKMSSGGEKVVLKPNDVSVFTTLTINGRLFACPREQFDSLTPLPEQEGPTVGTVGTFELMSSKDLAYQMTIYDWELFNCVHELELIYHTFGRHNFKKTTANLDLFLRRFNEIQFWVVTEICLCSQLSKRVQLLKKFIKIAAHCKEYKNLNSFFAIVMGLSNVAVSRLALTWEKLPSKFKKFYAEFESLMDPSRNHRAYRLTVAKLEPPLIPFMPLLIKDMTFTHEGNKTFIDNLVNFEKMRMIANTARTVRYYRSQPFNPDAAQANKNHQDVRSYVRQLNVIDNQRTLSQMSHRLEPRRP
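EPAC2 (100 nM) mixed with Rap1B loaded with BODIPY-GDP (250 nM) plus 50 uM unlabeled GDP; compounds pinned in, 5 min RT, then read every 5 min for 30 min (ex 480, em 540 nm). Normalized to cAMP control.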
Starred values were filed as active, the others as inactive; ? = inconclusive; nt = not tested or not shown; [ ] = another dose, or the depositor's remark. Unless noted, calls come from the whole dose curve; as a rule, active = well fitted curve in the direction sought with a large enough effect; inconclusive = small, poorly fitted or top-dose-only effect, or another doubt; inactive = no such curve, though single readings can be large; an effect the other way counts as inactive or inconclusive.

(1) CCOc1ccc(C(=O)CCC(=O)NC(C)C(=O)OC)cc1 (centres undefined)
(2) Cc1coc(C)c1C(=O)CC1(O)C(=O)Nc2cc(Cl)cc(Cl)c21 (centres undefined)
(3) O=C(NC1CCCCC1)c1cc(C(=O)c2ccccc2Br)c[nH]1
(4) O=C(CC1CCCCC1)NCc1nc(-c2ccccc2)no1
(5) C=CCOC(=O)/C(=C\c1ccc(OC)cc1)NC(=O)c1ccco1
(6) O=C(COc1cccc2ccccc12)Nc1cc(Cl)ccc1C(=O)O
(7) Cc1cc(C)c(S(=O)(=O)NCc2cccnc2)c(C)c1
(8) COc1ccc(CNC(=O)c2c(C)nc3ccccn23)cc1

assay / compound	1	2	3	4	5	6	7	8
PI5P4Ka inh	0	-5	-6	0	-6	?	-4	nt
CCT modulator	1.0	-6.8	1.0	0.4	0.3	0.2	1.9	-0.9
EPAC1 antagonist	-21%	1%	3%	1%	12%	-5%	-6%	7%
PLK1 PBD inh	2%	-2%	3%	3%	-3%	21µM*	-23%	-7%
WRN helicase inh	-10%[57.1 µM]	4%	10%	0%	-13%	?	-3%	1%
EPAC1 ag	12%	0%	1%	-5%	-4%	4%	6%	12%
IL2 activator	-2.5	0.5	2.2	-0.3	-6.0	0.3	-4.2	-2.7
EPAC2 agonist	-1%	3%	-1%	6%	6%	-10%	7%	10%

(9) O=C(Nc1nnc(-c2ccco2)s1)C1CC1
(10) O=C(CSc1ccc(Cl)cc1)Nc1ccc(N2CCN(c3ccccc3)CC2)c(F)c1
(11) Cc1nn(-c2ccccc2)c(C)c1/C=N/NC(=O)c1cc(-c2ccccc2)n[nH]1
(12) Cn1c(=O)[nH]c(=O)c2c1nc(CN1CCN(c3cccc(Cl)c3)CC1)n2CCCc1ccccc1
(13) Cc1ccc(OCC(=O)NNC(=S)NC(=O)C2CCCCC2)c(C)c1
(14) Cc1nn2c(N3CCN(C(=O)c4ccco4)CC3)cc(C(C)(C)C)nc2c1-c1ccccc1
(15) COCCCNC(=O)CN(c1cc(Cl)ccc1OC)S(C)(=O)=O
(16) COc1cc2c(cc1OC)CN(C(=O)Cc1ccc(OC)c(S(=O)(=O)N3CCOCC3)c1)CC2

assay / compound	9	10	11	12	13	14	15	16
PI5P4Ka inh	-30	12	-12	-6	-5	2	1	-1
CCT modulator	0.3	-1.9	-1.6	-4.0	-2.6	-8.2	-0.9	2.6
EPAC1 antagonist	-2%	13%	-9%	1%	27%	0%	20%	13%
PLK1 PBD inh	-8%	-9%	1%	-10%	-2%	-13%	-12%	-14%
WRN helicase inh	-15%	-3%	-3%	-1%	7%	6%	0%	6%
EPAC1 ag	3%	6%	-12%	-5%	-10%	10%	-2%	3%
IL2 activator	-0.5	1.6	-5.6	-2.4	-2.2	0.6	0.3	-0.9
EPAC2 agonist	8%	11%	-2%	-2%	-11%	8%	4%	6%

(17) Cc1ccc2nc(Nc3ncc4c(n3)CC(C)(C)CC4=O)nc(C)c2c1
(18) Cc1ccc(C2CC(=O)NC(SCc3ccccc3)=C2C#N)cc1 (centres undefined)
(19) Cc1csc(NC(=O)C2CCCN2C(=O)OCC(C)C)n1 (centres undefined)
(20) O=C(Oc1cccc(C(=O)N2CCOCC2)c1)c1ccc(Br)cc1
(21) OCCC#Cc1ccc(CN2CCN(CCc3ccccc3)C(CCO)C2)cc1 (centres undefined)
(22) O=C(CN1CCN(c2ccc(F)cc2)CC1)Nc1ccc(-n2cnnn2)cc1
(23) CCOc1ccc(NC(=O)CCSc2ccc3ccccc3n2)cc1
(24) CCCCN(CC)CCNc1c(N2CCN(C(=O)OCC)CC2)c(=O)c1=O

assay / compound	17	18	19	20	21	22	23	24
PI5P4Ka inh	5	-5	8	nt	-4	nt	11	nt
CCT modulator	-2.2	1.6	-4.4	-1.8	1.9	-0.6	1.5	-0.8
EPAC1 antagonist	-6%	3%	5%	4%	-23%	2%	?	7%
PLK1 PBD inh	3%	?	-2%	-9%	-24%	-17%	-3%	-5%
WRN helicase inh	-3%	-20%	9%	13%	12%	-11%	-6%	7%
EPAC1 ag	5%	10%	-2%	5%	1%	14%	-5%	-6%
IL2 activator	19	-0.4	1.2	-3.6	-1.9	-2.7	-1.8	-4.6
EPAC2 agonist	0%	9%	-4%	3%	9%	5%	3%	6%

(25) O=C(CSc1ncccn1)c1ccccc1Br
(26) CC(C1CC1)N(Cc1ccccc1)C(=O)NC(=O)c1ccccc1 (centres undefined)
(27) COCCN(Cc1ccc(F)cc1)C(=O)c1cc2ccccc2oc1=O
(28) COc1ccc(N/N=C2/CCCCC2=O)cc1
(29) O=C(CSc1nc2[nH]ncc2c(=O)n1-c1ccccc1Br)NCc1ccccc1Cl
(30) O=C(NCCN1C(=O)S/C(=C/c2ccccc2)C1=O)C1CC(=O)N(Cc2ccccc2)C1 (centres undefined)
(31) CCCN1C/C(=C/c2cccc([N+](=O)[O-])c2)C(=O)/C(=C/c2cccc([N+](=O)[O-])c2)C1
(32) O=P(O)(COc1ccccc1)COc1ccccc1

assay / compound	25	26	27	28	29	30	31	32
PI5P4Ka inh	-14	2	3	nt	1	-4	1	nt
CCT modulator	-6.0	0.0	-3.7	-0.4	0.7	1.2	-0.6	1.0
EPAC1 antagonist	-11%	-2%	-6%	6%	-5%	?	-19%	-4%
PLK1 PBD inh	?	1%	-1%	-10%	-12%	-2%	?	-3%
WRN helicase inh	-9%	-6%	2%	0%	-14%	-7%	-6%	-5%
EPAC1 ag	4%	-9%	6%	-1%	11%	14%	-11%	0%
IL2 activator	1.1	-3.6	0.8	-2.3	0.2	-0.3	1.6	0.5
EPAC2 agonist	3%	-4%	13%	3%	11%	1%	-1%	6%

(33) CCNC(=S)N1CCC(Cc2ccccc2)CC1
(34) COc1ccc(CNC(=O)c2cc3c(C)nc4ccccc4c3o2)c(OC)c1
(35) O=C(CC(c1ccccc1)c1ccccc1)NCC1CCCO1 (centres undefined)
(36) CS(=O)(=O)N(CC(=O)N1CCN(Cc2ccc3c(c2)OCO3)CC1)C1CCCCC1
(37) COc1ccc(/C(=N/Nc2ncnc3ccccc23)C(=O)O)cc1
(38) CC(=O)Nc1ccc(S(=O)(=O)NNC(=O)c2ccc(S(=O)(=O)N3CCCCC3)cc2)cc1
(39) Cc1ccc2cc3cc(C(=O)NCCN4CCOCC4)oc3nc2c1
(40) CCc1noc(C)c1C(=O)N1CCCC(C(=O)c2ccc(OC)c(F)c2)C1 (centres undefined)

assay / compound	33	34	35	36	37	38	39	40
PI5P4Ka inh	3	-6	0	3	?	-11	-1	-1
CCT modulator	-3.1	1.3	1.2	2.4	-1.1	-1.6	1.2	0.2
EPAC1 antagonist	-21%	-7%	-4%	-20%	-16%	2%	-14%	-18%
PLK1 PBD inh	-8%	-2%	-7%	-5%	-5%	-16%	-10%	-5%
WRN helicase inh	7%	5%	-9%	-6%	-26%	1%	-16%	-7%
EPAC1 ag	-1%	-1%	8%	2%	-1%	-8%	2%	1%
IL2 activator	-4.0	0.2	1.0	-0.3	1.3	20	0.2	-5.0
EPAC2 agonist	8%	2%	4%	4%	11%	0%	4%	-2%

An excerpt from above in order of the CCT modulator value, ascending.
no.	mol	CCT modulator
40	CCc1noc(C)c1C(=O)N1CCCC(C(=O)c2ccc(OC)c(F)c2)C1 (centres undefined)	0.2
35	O=C(CC(c1ccccc1)c1ccccc1)NCC1CCCO1 (centres undefined)	1.2
36	CS(=O)(=O)N(CC(=O)N1CCN(Cc2ccc3c(c2)OCO3)CC1)C1CCCCC1	2.4

Following part
(41) COC(=O)c1nc(C(=O)OC)c(C(=O)OC)nc1C(=O)OC
(42) COc1cc(Cl)c(C)cc1NC(=O)COC(=O)C1=NN(c2ccccc2)C(=O)CC1
(43) CCCCC(=O)Nc1c2c(nn1-c1cccc(C)c1C)CS(=O)(=O)C2
(44) CCc1cccc(NC(=O)Cn2c(=O)n(CCC(=O)NCC3CCCO3)c(=O)c3cc(OC)c(OC)cc32)c1 (centres undefined)
(45) O=C1C2C3C=CC(CC3)C2C(=O)N1c1ccc(Cl)cc1Cl (centres undefined)
(46) CCN(CC)S(=O)(=O)c1ccc(NC(=O)C2COc3ccccc3O2)cc1 (centres undefined)
(47) COc1cc(/C=C/C(C)=NNc2ccccc2)ccc1O
(48) CS(=O)(=O)N(CC(=O)N1CCOCC1)Cc1ccc(Cl)cc1
(49) CC(C)CCNC(=O)c1cc2c(s1)-c1ccccc1S(=O)(=O)C2
(50) CCOC(=O)c1c(C2CC2)csc1NC(=O)COC(=O)CCS(=O)(=O)c1ccc(C)cc1

assay / compound	41	42	43	44	45	46	47	48	49	50
PI5P4Ka inh	9	2	-5	3	-1	-7	-3	-16	-1	2
CCT modulator	-1.6	1.7	-3.4	2.2	-0.4	-8.2	-4.7	-0.3	-0.4	-0.9
EPAC1 antagonist	10%	-2%	12%	3%	8%	-8%	-28%	-13%	-5%	-8%
PLK1 PBD inh	-3%	-3%	-4%	-5%	-13%	-5%	-23%	-7%	-1%	-8%
WRN helicase inh	-8%	-7%	6%	1%	-1%	-5%	-3%	-26%	-5%	-3%
EPAC1 ag	5%	9%	-2%	1%	2%	19%	7%	6%	-2%	12%
IL2 activator	-0.5	0.4	-4.0	0.4	0.4	-0.5	-0.9	1.9	-0.1	-5.8
EPAC2 agonist	-1%	4%	12%	-3%	4%	22%	15%	7%	5%	8%

Not a retest: entries from further up.
(46) CCN(CC)S(=O)(=O)c1ccc(NC(=O)C2COc3ccccc3O2)cc1 (centres undefined)
(47) COc1cc(/C=C/C(C)=NNc2ccccc2)ccc1O
(48) CS(=O)(=O)N(CC(=O)N1CCOCC1)Cc1ccc(Cl)cc1
(49) CC(C)CCNC(=O)c1cc2c(s1)-c1ccccc1S(=O)(=O)C2
(50) CCOC(=O)c1c(C2CC2)csc1NC(=O)COC(=O)CCS(=O)(=O)c1ccc(C)cc1

assay / compound	46	47	48	49	50
PI5P4Ka inh	-7	-3	-16	-1	2
CCT modulator	-8.2	-4.7	-0.3	-0.4	-0.9
EPAC1 antagonist	-8%	-28%	-13%	-5%	-8%
PLK1 PBD inh	-5%	-23%	-7%	-1%	-8%
WRN helicase inh	-5%	-3%	-26%	-5%	-3%
EPAC1 ag	19%	7%	6%	-2%	12%
IL2 activator	-0.5	-0.9	1.9	-0.1	-5.8
EPAC2 agonist	22%	15%	7%	5%	8%

Source: PubChem

An excerpt, so the mix of outcomes need not match the whole.
